Screening data deposited in PubChem BioAssay by The Scripps Research Institute Molecular Screening Center.
CHO-K1 Ca ag = M1 agonist counterscreen hit in parental CHO-K1 cells; hit rate 0.48% among 360,000; activation, % at 3 µM; Fluo-8 calcium fluorescence; scaled to maximal ATP response, vehicle zero; in the data active = activation above about 15%;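 also: untransfected CHO-K1 host cells lacking M1 receptor as counterscreen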
CHO-K1 Ca antag = M1 antagonist counterscreen hit in parental CHO-K1 cells; ATP-induced calcium, Fluo-8 fluorescence; hit rate 0.6% among 360,000; AID 602250; inhibition, % at 3 µM;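 active = inhibition above a per-plate cutoff, the plate's mean sample inhibition plus 3 SD, cut at about 24% in these data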;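 also: 0% = DMSO plus EC80 ATP and 100% = DMSO alone without ATP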
TAAR1 ag = agonists of human TAAR1 | activation, % at 3 µM | CHO RD-HGA16 TAAR1, Fluo-8 calcium fluorescence; vehicle wells 0%, saturating PEA agonist 100% | hit rate 0.99% among 360,000 | Q96RJ0;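 active = activation above the mean activation of all test compounds in the run plus 3 SD, cut at about 38% in these data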
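System: CHO-derived RD-HGA16 cells with stable Gα16 and human TAAR1. Times: 17-24 h plating, Fluo-8 75 min 37 °C, 30 min RT. Measured by: calcium-sensitive Fluo-8 signal, excitation 470-495, emission 515-575 nm. Read-out basis: % activation relative to PEA EC100 response. Control set: DMSO and PEA EC100. Repeats: no replicates (n 1).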
CHO parental Ca = signal in parental CHO cells, OX1R antagonist counter-screen; parental CHO-K1, ATP-induced calcium, Fluo-8 fluorescence; inhibition, % at 5.6 µM; hit rate 0.63% among 330,000; AID 463079;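 active = inhibition above that plate's mean sample inhibition plus 3 SD, cut at about 26% in these data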;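 also: 0% = ATP-challenged DMSO wells and 100% = DMSO wells without ATP; some compounds past the cut are filed as inactive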
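Test system: parental CHO cells; detection: calcium-sensitive Fluo-8 fluorescence; evaluation: percent inhibition of calcium signal; also added: ATP as calcium-mobilizing challenge; repeats: one well per compound; control set: ATP-challenged DMSO wells low, unchallenged DMSO wells high; compound: single nominal dose of 5.6 µM per compound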
OXTR potentiator = human OXTR potentiation; activation, % at 3 µM; CHO-OTR cells, Fluo-8 calcium fluorescence, potentiator mode; 0% = oxytocin EC15, 100% = EC100; hit rate 0.061% among 320,000;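 active = activation above that plate's cutoff, the mean activation of tested compounds plus 3 SD, cut at about 6.6% in these data, passing the limit was not always enough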;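 also: 100% uses oxytocin at 75 nM as the full agonist control; some results filed as inactive read as strong as hits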
Target sequence (P30559 whole entry, looked up): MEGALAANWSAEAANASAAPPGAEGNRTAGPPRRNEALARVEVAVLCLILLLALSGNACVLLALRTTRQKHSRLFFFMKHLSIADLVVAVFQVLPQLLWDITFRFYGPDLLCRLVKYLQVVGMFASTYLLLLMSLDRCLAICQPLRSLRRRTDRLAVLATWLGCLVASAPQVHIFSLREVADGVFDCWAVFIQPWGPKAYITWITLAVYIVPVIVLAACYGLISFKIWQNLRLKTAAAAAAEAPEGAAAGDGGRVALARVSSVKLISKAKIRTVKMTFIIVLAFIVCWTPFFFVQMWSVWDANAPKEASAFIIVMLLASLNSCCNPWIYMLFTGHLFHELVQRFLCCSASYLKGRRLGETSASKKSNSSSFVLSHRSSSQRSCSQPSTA
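Material: CHO-OTR cells, human receptor; compound dosing: single dose, 3.0 µM nominal final compound concentration; schedule: 6 min compound pre-incubation at room temperature, 100 s kinetic read; measured by: kinetic Fluo-8 calcium fluorescence; read-out basis: % activation vs EC15 and EC100 oxytocin; controls: EC15 oxytocin alone as 0%, 75 nM oxytocin as 100%; replicates: singlicate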
CHO-K1 Ca PAM = counter-screen for M1 PAMs: effect in parental CHO-K1 cells; hit rate 0.02% among 360,000; AID 602247; activation, % at 3 µM; ATP EC20, Fluo-8 calcium fluorescence; 0% at ATP EC20, 100% at ATP max;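 active = activation above the run cutoff, the mean activation of all test compounds plus 3 SD, cut at about 40% in these data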;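 also: peak over basal fluorescence ratio in a 140 s read after ATP addition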
TAAR1 antag = antagonists of human TAAR1; AID 624466; CHO RD-HGA16 TAAR1, Fluo-8 calcium fluorescence, antagonist; hit rate 1.5% among 360,000; inhibition, % at 3 µM;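 active = inhibition above a per-plate cutoff, the mean inhibition of test compounds on that plate plus 3 SD, cut at about 49% in these data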;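 also: 0% = DMSO plus EC80 beta-PEA response and 100% = DMSO alone without agonist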
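Test system: hTAAR1-expressing CHO RD-HGA16 cells, Gα16-coupled; Probe or stimulus: EC80 β-phenethylamine stimulus; Compound dosing: single nominal final test compound concentration of 3 µM; Timing: 140 s kinetic read after compound, 140 s after agonist; Signal: Fluo-8 calcium-sensitive fluorescence; Measure: % inhibition of agonist calcium response; Controls: DMSO and EC80 PEA controls.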
V1R ag counter = counter-screen for oxytocin receptor agonists: human V1a receptor agonists; CHO-V1R cells, Fluo-8 calcium fluorescence, agonist mode; 0% DMSO, 100% 3 nM vasopressin; activation, % at 3 µM; P37288; hit rate 0.25% among 320,000;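 active = activation above the mean activation of all tested compounds plus 3 SD, per screening run, cut at about 20% in these data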;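 also: signal is peak over basal fluorescence ratio across a 100 second FLIPR read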
Target sequence (P37288 whole entry, looked up): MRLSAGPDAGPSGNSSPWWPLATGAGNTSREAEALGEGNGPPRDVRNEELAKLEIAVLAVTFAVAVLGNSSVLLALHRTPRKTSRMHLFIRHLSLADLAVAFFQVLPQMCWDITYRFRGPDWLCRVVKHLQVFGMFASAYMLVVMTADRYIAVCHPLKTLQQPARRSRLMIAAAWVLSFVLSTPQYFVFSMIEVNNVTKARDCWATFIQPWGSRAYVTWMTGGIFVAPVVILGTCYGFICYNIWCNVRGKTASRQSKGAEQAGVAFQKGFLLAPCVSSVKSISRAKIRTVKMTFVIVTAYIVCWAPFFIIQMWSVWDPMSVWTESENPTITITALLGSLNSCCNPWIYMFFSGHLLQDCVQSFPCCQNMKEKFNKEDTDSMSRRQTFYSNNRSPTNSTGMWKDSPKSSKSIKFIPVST
M1 ag = activates human CHRM1 receptor | hit rate 0.33% among 360,000 | AID 588814 | P11229 | CHO-K1 hM1, Fluo-8 calcium fluorescence, agonist mode; 0% DMSO, 100% acetylcholine EC100 | activation, % at 3 µM;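 active = activation above the run's mean compound activation plus 3 SD, cut at about 16% in these data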;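 also: peak over basal fluorescence ratio within a 140 s kinetic read after compound addition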
* = called active by the depositor; . = no result given; & = joins results of further samples. Compounds as they come; about 3.3% have a hit in one of these screens.

The first six entries, to show the layout:
The line under a structure holds: CHO-K1 Ca ag, CHO-K1 Ca antag, TAAR1 ag, CHO parental Ca, OXTR potentiator, CHO-K1 Ca PAM, TAAR1 antag, V1R ag counter, M1 ag
- COc1ccc(C(=O)/C=C/C(=O)N(CC(=O)NC2CCCCC2)CC2CCCO2)c(O)c1 (stereo unspecified)
→ 4.4, 3, 30, -26, -5, 11, 39, 0.0, -2
- CC1CC(C)CN(C(=O)Cn2c(=O)n(CCCC(=O)NCc3ccco3)c(=O)c3sccc32)C1 (stereo unspecified)
→ 0.1, 8, 0, 6, -13, 7, 3, 0.1, -3
- Cc1ccc(-c2noc(-c3ccccc3C(=O)N3CCCC3)n2)cc1
→ 1.6, -3, 8, -30, -5, 12, 20, -0.5, -3
- O=c1[nH]c(-c2ccco2)nc2sc3c(c12)CCCC3
→ 1.6, -11, 12, -24, -4, 19, -6, 0.2, -5
- COc1cccc(COC(=O)Nc2ccccc2F)c1
→ -0.1, -18, 1, -19, -6, 8, -5, -0.3, -7
- CCN(CC)Cc1c(O)ccc2c(=O)c(Oc3ccccc3OC)c(C)oc12
→ 0.0, 8, -3, 4, -7, -17, -18, -0.5, -3

Results (from the top)
The line under a structure holds: CHO-K1 Ca ag, CHO-K1 Ca antag, TAAR1 ag, CHO parental Ca, OXTR potentiator, CHO-K1 Ca PAM, TAAR1 antag, V1R ag counter, M1 ag
- COc1ccc(C(=O)/C=C/C(=O)N(CC(=O)NC2CCCCC2)CC2CCCO2)c(O)c1 (stereo unspecified)
→ 4.4, 3, 30, -26, -5, 11, 39, 0.0, -2
- CC1CC(C)CN(C(=O)Cn2c(=O)n(CCCC(=O)NCc3ccco3)c(=O)c3sccc32)C1 (stereo unspecified)
→ 0.1, 8, 0, 6, -13, 7, 3, 0.1, -3
- Cc1ccc(-c2noc(-c3ccccc3C(=O)N3CCCC3)n2)cc1
→ 1.6, -3, 8, -30, -5, 12, 20, -0.5, -3
- O=c1[nH]c(-c2ccco2)nc2sc3c(c12)CCCC3
→ 1.6, -11, 12, -24, -4, 19, -6, 0.2, -5
- COc1cccc(COC(=O)Nc2ccccc2F)c1
→ -0.1, -18, 1, -19, -6, 8, -5, -0.3, -7
- CCN(CC)Cc1c(O)ccc2c(=O)c(Oc3ccccc3OC)c(C)oc12
→ 0.0, 8, -3, 4, -7, -17, -18, -0.5, -3
- COc1ccc(-n2c(O)c(C=Nc3ccccc3)c3ccccc3c2=O)cc1
→ 0.4, -1, 2, -6, -3, 9, -1, 0.6, -6
- CCOC(=O)CN/C=C(\C#N)c1ccccc1
→ 0.0, 3, 1, -2, -10, 9, 5, -0.2, -5
- Cc1nn(C)c(C(=O)Nc2ccc(Cn3cccn3)cc2)c1[N+](=O)[O-]
→ 1.2, -33, 3, -5, -6, 20, 12, 1.4, -1
- CCOc1ccc(S(=O)(=O)N2CCN(C(=O)C3CSC4(C)CCC(=O)N34)CC2)cc1 (stereo unspecified)
→ -1.4, -13, 4, -22, 3, 11, -22, -0.4, -7
- O=C(c1ccc(F)cc1)N1CCN(c2ccc([N+](=O)[O-])c(N3CCCCC3)c2)CC1
→ -0.7, -5, 6, -26, -9, 9, -18, -0.1, -9
- Cc1noc(C)c1CSc1ccc2ccccc2n1
→ 0.8, -22, 3, -21, -2, 12, 3, -1.1, -8
- O=C(CN1C(=O)NC2(CCc3ccccc32)C1=O)c1ccc(F)cc1 (stereo unspecified)
→ 0.3, -3, 3, -16, 2, 5, -5, 0.9, 0
- CC(=O)Nc1nc(-c2ccc3c(c2)CCN3S(C)(=O)=O)cs1
→ 0.4, 2, 1, -7, -8, -11, 8, 1.6, 0
- CNC(=O)C1CC(=O)N(c2ccc(OCC(=O)NCc3ccccc3)cc2)C1 (stereo unspecified)
→ 0.5, -10, 0, 2, 4, -4, 1, 1.0, -2
- Cc1ccc(-n2cc(CCCCCCCCC(=O)O)nn2)cc1
→ 0.8, -8, 11, -8, -5, 12, -12, -0.1, 0
- O=C(Nc1ccc(OC(=O)c2cccs2)cc1)c1ccco1
→ 1.6, -4, 2, -12, -4, 11, 10, 0.9, -1
- CC(C)C[C@H]1CNC(=O)C(=O)N1C[C@H]1CCCN1C[C@H](CC(C)C)N1C[C@H](Cc2ccccc2)N(CCc2ccccc2)C(=O)C1=O
→ 0.0, 16, 0, ., ., -2, -21, ., -12
- CSc1ccccc1NC(=O)CN1CCN(c2ccccn2)CC1
→ 3.8, -14, 5, -25, -8, 9, 5, 3.9, -5
- COc1ccc(C(=O)NCc2nnc(SCC(=O)c3ccccc3)o2)cc1
→ 1.6, 3, 0, -6, -5, 12, -9, 2.2, -2

Single records, as listed above. Screens in order: CHO-K1 Ca ag	CHO-K1 Ca antag	TAAR1 ag	CHO parental Ca	OXTR potentiator	CHO-K1 Ca PAM	TAAR1 antag	V1R ag counter	M1 ag
COc1cccc(COC(=O)Nc2ccccc2F)c1 is entered as -0.1	-18	1	-19	-6	8	-5	-0.3	-7
O=C(CN1C(=O)NC2(CCc3ccccc32)C1=O)c1ccc(F)cc1 (stereo unspecified) is entered as 0.3	-3	3	-16	2	5	-5	0.9	0

(further entries)
The line under a structure holds: CHO-K1 Ca ag, CHO-K1 Ca antag, TAAR1 ag, CHO parental Ca, OXTR potentiator, CHO-K1 Ca PAM, TAAR1 antag, V1R ag counter, M1 ag
- CCC(C(=O)OCC(=O)Nc1cccc(OC)c1)c1ccccc1 (stereo unspecified)
→ 1.8, -7, 2, -5, -10, 1, 4, 2.0, -8
- NC(=O)CC(NC(=O)Cc1cccc2ccccc12)c1ccc(N2CCCCCC2)c([N+](=O)[O-])c1 (stereo unspecified)
→ 0.2, -3, 14, -40, -5, -4, -4, 0.5, -4
- CC1=CC(C)(C)Nc2ccccc21
→ 0.4&0.1, -22&-9, 1&3, -5&5, -1&-18, 11&-9, -13&-3, 0.8&-0.7, -2&-1
- CC1(C(=O)Nc2cnc3ccccc3c2)CCN1C(=O)C/C=C/c1ccccc1 (stereo unspecified)
→ 2.3, -11, 3, ., ., -4, 12, ., 6
- COc1ccc(C2CC(c3ccccc3)=NN2c2ccc(S(N)(=O)=O)cc2)cc1OC (stereo unspecified)
→ 0.6, 19, 7, -6, -9, -12, 34, 4.4, 2
- COc1ccc(NC2=CC(=O)N(C)C2=O)cc1
→ 0.1, -13, 1, -5, -2, 20, 5, 1.8, -1
- Cc1ccc(NC(=O)CCNS(=O)(=O)c2ccccc2)c(C(=O)c2ccccc2)c1
→ 1.2, 7, -3, -19, 3, 11, 3, 0.7, -5
- O=C(COC(=O)c1ccc2ccccc2n1)c1ccccc1
→ 7.4, -5, 0, -7, 2, 8, -18, 0.5, -5
- CC(C)CN1CC(C)C(=O)N(c2ccccc2)C1=S (stereo unspecified)
→ 0.5, 0, -1, ., ., -17, -8, ., -3
- O=C(CN1C(=O)c2ccccc2C1=O)OCCOCCN=C1NS(=O)(=O)c2ccccc21
→ 0.4, -8, 4, 0, -7, 2, -6, -1.0, -5
- CC(C)CCNC(=O)COc1cccc2c1OC(C)(C)C2
→ 0.2, -8, 4, 12, -9, 5, -3, -1.1, -4
- CCOc1ccc(NC(=O)CN(C)C(=O)CCCc2c[nH]c3ccccc23)cc1OCC
→ 2.7, -3, 5, -28, -7, -6, 6, 2.6, 1
- Cc1ccc(C2CN(C)C3(C(=O)Nc4ccccc43)C23COc2ccccc2C3=O)cc1 (stereo unspecified)
→ 1.5, -1, 6, -26, -7, 27, 19, 0.7, -5
- O=C(/C=C/c1ccc2c(c1)OCO2)NCCS(=O)(=O)N1CCN(c2ccccc2)CC1
→ 1.3, 11, 1, ., ., 0, 1, ., 3
- O=C(Cn1c(=O)n(-c2ccccc2)c(=O)c2sccc21)NCc1ccccc1
→ 0.8, -18, -3, -9, -10, 26, -44, 0.8, -3
- Cc1cc2c(=O)n(C)c(SCC(=O)Nc3cccc(O)c3)nc2s1
→ 2.4, -11, 0, -19, -1, -3, 1, 4.7, -8
- CCc1ccc(OCC(=O)OCC(=O)c2c(N)n(C)c(=O)n(C)c2=O)cc1
→ 2.9, 1, 9, -6, -10, 21, -1, 4.9, 0
- O=C(NCc1ccc2c(c1)OCO2)C1CCN(c2ncccn2)CC1
→ 0.4, -8, 7, -6, 1, 20, 1, 0.5, -7
- O=S(=O)(c1cccc2nonc12)N1CCCCC1
→ 0.4, -7, 1, -3, -3, 15, -6, 1.1, -2
- Cc1ccc(S(=O)(=O)Nc2c(C)cc(C)nc2Cl)cc1
→ 1.6, -8, 4, -17, -2, 16, 12, -1.1, -4
- C=CCNC(=O)COc1ccc(S(=O)(=O)NC2CCCCC2)cc1
→ 1.4, -10, 3, -6, -8, 12, 1, 0.2, -3
- CCCN(C(=O)CSc1nnc(N)s1)c1c(N)n(Cc2ccccc2)c(=O)[nH]c1=O
→ 1.3, -11, 4, -11, -3, 17, -7, 2.1, -4
- O=C(NCc1ccccn1)c1c(-c2ccccc2)sc2ccccc12
→ 2.6, -12, 13, -25, 0, 15, 36, -0.5, 0
- Cc1nn(C(=O)N2CCCCC2)c(C)c1CN1C(=O)c2ccccc2C1=O
→ 2.7, -11, 11, -12, -6, 8, -20, -0.1, -3
- Cc1cccc(N2CCN(C(=O)Cc3ccccc3[N+](=O)[O-])CC2)c1C
→ 3.6, -12, 4, -15, -13, 18, -15, 2.9, 3
- COC(=O)c1[nH]c2ccc(Br)cc2c1NC(=O)C(C)N1CCN(C2CCCCC2)CC1 (stereo unspecified)
→ 4.4, -10, -4, -24, -10, 9, -21, -0.5, -6
- O=[N+]([O-])/C(C(=C(Cl)Cl)N1CCOCC1)=C1\NCCO1
→ 0.0, -14, 2, 6, -5, 0, -11, -0.4, -3
- CN(c1ccccc1)S(=O)(=O)c1ccc(C(=O)NCc2cccnc2)cc1
→ 2.1, -22, 3, ., ., 25, -2, ., -4
- Cc1ccc(S(=O)(=O)NN2C(=O)c3ccccc3NC2c2ccccc2F)cc1 (stereo unspecified)
→ -0.3, -11, -4, -10, -1, -10, 3, -1.4, -1
- C=CCn1c(C)cc(C(=O)CSc2nnc(C3CC3)n2C2CC2)c1C
→ 0.4, -9, 1, -12, -6, -8, 15, -0.4, -3
- COCCN(C(=O)c1cc(-c2ccccc2Cl)nc2ccccc12)c1c(N)n(CC(C)C)c(=O)[nH]c1=O
→ -0.2, -9, 7, ., ., 1, 1, ., 1
